Assay outcomes: PubChem, Sanford-Burnham Center for Chemical Genomics
NRP1-CendR mod = modulators of CendR peptide binding to NRP-1, primary screen, biochemical, fluorescence polarization, uHTS. inhibition, % at 25 µM. FAM-RPARPAR peptide binding to NRP-1. Neuropilin-1 (Homo sapiens), O14786. actives 0.85% (n = 360,000);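 active = inhibition or corrected inhibition above about 18%, plus a signal ratio from 0.5 to 1.5, limit read from the data, passing the limit was not always enough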; also: strong numbers were not always called active
SKN-1 inh = suppressors of acrylamide-induced Pgst-4::GFP reporter in worms, primary screen, SKN-1 inhibitor project, whole organism, uHTS, GFP/RFP fluorescence ratio, strain VP596 | C. elegans VP596 Pgst-4::GFP/RFP ratio, 24 h | inhibition, % at 21.8 µM | actives 0.49% (n = 360,000);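 active = interference check ratio from 0.5 to 1.5 plus GFP to RFP signal ratio inhibition reaching or exceeding a fixed threshold, cut at about 30% in these data, passing the limit was not always enough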; also: some compounds called inactive have numbers as strong as hits
SUMO1-SIM PPI = modulators of SUMO1 protein-protein interactions, primary screen, biochemical, uHTS; Small ubiquitin-related modifier 1 (Homo sapiens), P63165; SUMO1 binding to a labelled peptide, TR-FRET, 1 h; inhibition, % at 20 µM; actives 0.33% (n = 360,000); in the data active = inhibition above about 37%
Rpn11 inh = Rpn11 (PSMD14) deubiquitinase inhibitors, primary screen, biochemical, fluorescence polarization, uHTS; calls only at 20 µM; actives 0.59% (n = 360,000); human 26S proteasome, Ub4-pepOG fluorescence polarization; 20S core pre-blocked with epoxomicin;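 active = inhibition at 20 µM, scaled to each plate's controls, above about 33%, limit read from the data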
MT1-MMP act inh = blockers of MT1-MMP proenzyme processing, primary screen, HT1080 RFP-PRO-GFP cells, GFP/RFP fluorescence. GFP/RFP ratio fluorescence, overnight; percent of plate control window, DMSO zero. Matrix metalloproteinase-14 (Homo sapiens), P50281. GFP/RFP ratio change, % at 20 µM. actives 0.061% (n = 360,000);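 active = GFP/RFP ratio change of at least 30% with cell ATP level not reduced by more than half and red fluorescence within 50% of control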; also: strong numbers were not always called active
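Assay system: RFP-PRO-GFP reporter HT1080 cells; read-out basis: GFP/RFP fluorescence ratio; benchmarks: DMSO wells and RFP-L50D-GFP cells; doses: 20 µM single dose, 1% DMSO; schedule: overnight cell settling, then overnight compound exposure, 37 °C, 5% CO2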
DNMT1 block = human DNMT1 methyltransferase inhibitors, primary screen, biochemical, molecular beacon, fluorescence, HinP1I cleavage, uHTS. actives 0.83% (n = 360,000). inhibition (reported as % activation of signal), % at 10 µM. DNA (cytosine-5)-methyltransferase 1 (Homo sapiens), P26358; in the data active = inhibition above about 50%
Target sequence (P26358 504-1616 limits assumed): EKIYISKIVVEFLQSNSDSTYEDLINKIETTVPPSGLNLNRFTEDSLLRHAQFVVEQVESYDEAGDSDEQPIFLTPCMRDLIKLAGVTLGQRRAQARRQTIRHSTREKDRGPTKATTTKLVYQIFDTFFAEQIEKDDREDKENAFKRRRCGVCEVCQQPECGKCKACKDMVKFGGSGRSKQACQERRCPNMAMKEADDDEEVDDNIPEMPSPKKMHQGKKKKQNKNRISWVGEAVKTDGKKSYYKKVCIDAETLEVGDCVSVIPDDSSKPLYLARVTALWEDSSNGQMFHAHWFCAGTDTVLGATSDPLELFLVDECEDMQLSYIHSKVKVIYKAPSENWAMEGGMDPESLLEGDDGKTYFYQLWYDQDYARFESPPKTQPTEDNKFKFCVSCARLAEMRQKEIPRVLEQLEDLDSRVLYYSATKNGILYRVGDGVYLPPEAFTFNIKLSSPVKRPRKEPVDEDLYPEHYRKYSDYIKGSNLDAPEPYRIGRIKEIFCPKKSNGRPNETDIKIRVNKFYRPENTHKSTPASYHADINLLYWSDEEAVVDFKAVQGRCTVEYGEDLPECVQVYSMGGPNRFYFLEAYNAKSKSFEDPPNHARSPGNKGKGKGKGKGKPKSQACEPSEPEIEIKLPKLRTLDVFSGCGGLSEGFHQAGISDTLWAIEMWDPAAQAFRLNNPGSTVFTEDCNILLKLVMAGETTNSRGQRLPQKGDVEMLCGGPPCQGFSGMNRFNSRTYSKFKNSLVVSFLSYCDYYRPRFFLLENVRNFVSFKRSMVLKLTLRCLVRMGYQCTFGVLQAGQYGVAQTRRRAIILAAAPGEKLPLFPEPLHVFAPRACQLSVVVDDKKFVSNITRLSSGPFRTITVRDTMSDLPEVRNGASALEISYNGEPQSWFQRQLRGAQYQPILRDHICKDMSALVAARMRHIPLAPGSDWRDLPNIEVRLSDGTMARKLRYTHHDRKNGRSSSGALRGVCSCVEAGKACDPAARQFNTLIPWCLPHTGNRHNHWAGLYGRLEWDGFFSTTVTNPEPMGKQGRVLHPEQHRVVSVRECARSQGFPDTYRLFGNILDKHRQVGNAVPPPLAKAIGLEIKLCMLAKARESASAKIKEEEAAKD
LMPTP block = LMPTP phosphatase inhibitors, primary screen, biochemical, fluorescence intensity, uHTS. Low molecular weight phosphotyrosine protein phosphatase (Homo sapiens), P24666. actives 0.22% (n = 360,000). recombinant LMPTP-A, OMFP fluorogenic substrate. inhibition, % at 20 µM;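 active = compounds that cut the enzyme signal by at least half of the control window in the single-dose screen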;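 also: plate controls were DMSO wells with enzyme plus substrate for no effect and substrate without enzyme for full effect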
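Assay system: LMPTP-A enzyme. Input: 0.625 nM LMPTP-A final. Probe or stimulus: 400 µM OMFP. Compound dosing: single 20 µM dose. Schedule: 50 min dark incubation at room temperature. Detection: fluorescence intensity of OMFP turnover product. Read-out: percent inhibition versus substrate-only and uninhibited controls. Benchmarks: no-enzyme low control, uninhibited high control.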
NadD block = inhibitors of S. aureus NadD, primary screen, biochemical, colorimetric, uHTS; Nicotinate-nucleotide adenylyltransferase NadD (Staphylococcus aureus N315); AID 602399, 2012; inhibition, % at 20 µM; purified NadD enzyme, colorimetric absorbance read-out; actives 0.78% (n = 360,000); in the data active = inhibition above about 26%; also: some compounds past the cut are filed as inactive
STEP block = STEP phosphatase inhibitors, primary screen, biochemical, fluorescence intensity, uHTS | actives 0.25% (n = 360,000) | Tyrosine-protein phosphatase non-receptor type 5 (Homo sapiens), P54829 | recombinant STEP, OMFP fluorogenic substrate | inhibition, % at 20 µM;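 active = inhibition at 20 µM, scaled per plate between control wells, above about 37%, limit read from the data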;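 also: 0% = DMSO with enzyme and substrate and 100% = substrate only without enzyme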
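Assay system: isolated STEP enzyme / Timing: 20 min at room temperature, dark / Doses: 20 µM, 1% DMSO / Technique: fluorescence intensity, excitation 480 nm, emission 540 nm / Reagent: fluorogenic phosphatase substrate OMFP at 25 µM final / Measure: percent inhibition scaled to no-enzyme and uninhibited-enzyme controls, plate-pattern corrected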
Scp-1 inhibitor = Scp-1 phosphatase inhibitors, primary screen, biochemical, colorimetric, uHTS | Carboxy-terminal domain RNA polymerase II polypeptide A small phosphatase 1 (Homo … | inhibition, % at 20 µM | actives 0.88% (n = 340,000) | Recombinant Scp1, phosphopeptide, malachite green phosphate absorbance;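 active = inhibition above about 50% at 20 µM, limit read from the data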;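 also: plate controls were DMSO wells with enzyme for no effect and wells lacking enzyme for full effect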
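System: truncated SCP-1 phosphatase (76-261aa); medium: Tris acetate buffer pH 5.5 with MgCl2 and Tween-20; incubation: 45 min room-temperature reaction, 5 min colour, 30 min stabiliser; compound: single 20 µM dose, 1% DMSO; reagent: Phosphorylated 17-residue peptide substrate; read-out: % inhibition at 20 µM; technique: colorimetric free-phosphate detection, absorbance 630 nm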
Active calls of the source: *; i = inactive; . = no result given.

Start of the data: the first three records, to show the layout:
SMILES	NRP1-CendR mod	SKN-1 inh	SUMO1-SIM PPI	Rpn11 inh	MT1-MMP act inh	DNMT1 block	LMPTP block	NadD block	STEP block	Scp-1 inhibitor
O=C(OCC(=O)c1c[nH]c2ccccc12)c1cc(Br)ccc1O	-2	-6	-34	i	2	-1	1.9	-5	0	-12
O=S(=O)(c1ccc(NC(=S)N/N=C/c2ccc(Oc3ccccc3)cc2)cc1)N1CCOCC1	8	13	2	i	2	-3	-0.5	28*	0	-10
CCn1nc(-c2ccccc2)c2nc3ccccc3nc21	94	-29	2	i	-7	7	1.3	1	-7	-9

Main list, repeating the preview:
SMILES	NRP1-CendR mod	SKN-1 inh	SUMO1-SIM PPI	Rpn11 inh	MT1-MMP act inh	DNMT1 block	LMPTP block	NadD block	STEP block	Scp-1 inhibitor
O=C(OCC(=O)c1c[nH]c2ccccc12)c1cc(Br)ccc1O	-2	-6	-34	i	2	-1	1.9	-5	0	-12
O=S(=O)(c1ccc(NC(=S)N/N=C/c2ccc(Oc3ccccc3)cc2)cc1)N1CCOCC1	8	13	2	i	2	-3	-0.5	28*	0	-10
CCn1nc(-c2ccccc2)c2nc3ccccc3nc21	94	-29	2	i	-7	7	1.3	1	-7	-9
OCC[C@@H]1C[C@@H](O)[C@H](O)[C@@]2(OCCc3ccccc32)O1	8	3	1	i	-1	8	-1.1	-5	-2	-6
O=c1cc(NCc2ccccc2)nc2n1CCCS2	-3	0	-1	i	3	7	1.4	6	1	-5
COc1cc(C(=O)O/N=C(\N)c2ccccn2)cc(OC)c1OC	4	-3	3	i	4	0	-0.8	0	-2	-8
O=C(NCCc1cccnc1)c1cc(COc2ccc(F)cc2F)on1	9	-5	4	i	2	0	-0.9	0	1	-5
CCCC(=O)Nc1ccc2nc(SCC(=O)N3CCCC3)sc2c1	7	6	-2	i	1	1	-1.9	-2	1	-7
COc1cccc(OCCn2c(C)c(/C=N/n3cnnc3)c3ccccc32)c1	6	-17	2	i	2	-5	4.2	10	0	-2
CC(C)(CC(=O)O)CC(=O)NCc1c(Cl)cccc1Sc1ccc(Cl)cc1	9	-6	2	i	2	1	-0.9	-5	2	-7
CN(C)Cc1ccccc1COc1ccccc1	7	14	-4	i	5	0	-1.1	-3	-2	-7
Cc1ccc(S(=O)(=O)N2CCCC(C)C2)cc1 (stereo not given)	-1	5	6	i	-4	-1	0.6	-1	0	-9
COc1ccc(Cl)cc1-c1cc(C(=O)Nc2ccc(F)cc2)[nH]n1	-3	0	3	i	2	9	13	6	-2	.
CC1(C(=O)Nc2cccnc2)Cc2c(-c3cccc(C(F)(F)F)c3)ccnc2O1 (stereo not given)	-2	13	0	i	-4	3	-0.1	3	3	.
CC(NC(=O)COc1cc(=O)n(C)c2ccccc12)c1ccc2c(c1)OCCO2 (stereo not given)	-1	3	3	i	7	4	-1.3	3	-4	-6
O=[N+]([O-])c1cccc(-c2ccc(SCc3ccccn3)nn2)c1	-10	1	-34	i	-2	4	2.2	2	0	-4
O=C(CCN=C1NS(=O)(=O)c2ccccc21)OCc1nnc(-c2ccc([N+](=O)[O-])cc2)o1	0	20	-30	i	2	-4	5.0	10	0	-5
Fc1ccc(-c2ccnc3nc(N4CCOCC4)nn23)cc1	-3	-1	2	i	-5	1	0.0	-5	-4	-4
O=C(Nc1ccnn1C1CCN(C2CCCC2)CC1)c1ccccc1Cl	-3	-7	-2	i	2	-1	-0.8	-16	-3	-3
O=[N+]([O-])c1cc(S(=O)(=O)N2CCCCCC2)ccc1F	6	-3	-8	i	2	22	-2.2	0	-1	-7
Cc1cnc(CNC(=O)C2CCC(=O)N(CCc3cccc(F)c3)C2)[nH]1 (stereo not given)	9	18	-2	i	0	1	-2.0	1	-1	1
CCCC(=O)N1CCN(c2nc3c(OC)ccc(Cl)c3s2)CC1	10	-20	4	i	-1	0	2.0	7	0	-4
Nn1c(SCC(=O)Nc2nnc(-c3ccccc3)o2)nnc1C1CC1	-3	6	0	i	-2	4	-1.0	-3	-2	-5
CC(C(O)C12CC3CC(CC(C3)C1)C2)N1CCCCC1 (stereo not given)	-5	3	-3	i	-2	0	-1.0	-1	8	4
CC(=O)OC1C=CCC2C(=O)c3cccc(O)c3C(O)C12 (stereo not given)	-3	-9	-22	i	-4	-5	1.1	-5	-2	1

6 entries from above, ordered by the value under SUMO1-SIM PPI, ascending:
Compound | SUMO1-SIM PPI
O=C(OCC(=O)c1c[nH]c2ccccc12)c1cc(Br)ccc1O | -34
O=C(CCN=C1NS(=O)(=O)c2ccccc21)OCc1nnc(-c2ccc([N+](=O)[O-])cc2)o1 | -30
CC(C(O)C12CC3CC(CC(C3)C1)C2)N1CCCCC1 (stereo not given) | -3
Nn1c(SCC(=O)Nc2nnc(-c3ccccc3)o2)nnc1C1CC1 | 0
COc1cccc(OCCn2c(C)c(/C=N/n3cnnc3)c3ccccc32)c1 | 2
CC(NC(=O)COc1cc(=O)n(C)c2ccccc12)c1ccc2c(c1)OCCO2 (stereo not given) | 3

Back to the main list with the 2 entries that preceded the break.
SMILES	NRP1-CendR mod	SKN-1 inh	SUMO1-SIM PPI	Rpn11 inh	MT1-MMP act inh	DNMT1 block	LMPTP block	NadD block	STEP block	Scp-1 inhibitor
CC(C(O)C12CC3CC(CC(C3)C1)C2)N1CCCCC1 (stereo not given)	-5	3	-3	i	-2	0	-1.0	-1	8	4
CC(=O)OC1C=CCC2C(=O)c3cccc(O)c3C(O)C12 (stereo not given)	-3	-9	-22	i	-4	-5	1.1	-5	-2	1
Cc1ccc(C(C[N+](=O)[O-])c2c(C)cc3ccccn23)cc1 (stereo not given)	-12	14	-4	i	-3	-7	0.5	7	-1	-4
COC(=O)C1=C(C)N=C2SC(C#N)=C(N)N2C1c1cccc(OC)c1 (stereo not given)	0	1	-13	i	-20	-3	-2.1	1	4	-2
O=C(c1ccc(NC2=NC3CS(=O)(=O)CC3S2)cc1)N1CCN(c2ccc([N+](=O)[O-])cc2)CC1 (stereo not given)	-1	15	-25	i	4	0	-0.5	1	-3	-6
CCn1ncc(C2=NOC(C(=O)NCc3ccc(Cl)cc3)C2)c1C (stereo not given)	4	14	5	i	14	0	-1.2	0	-2	-6
COCCC(=O)N(Cc1ccc2c(c1)OCO2)C(C(=O)NC1CCCCC1)c1ccncc1 (stereo not given)	6	-1	2	i	7	-3	-0.4	-2	0	-13
O=C(C1=C[C@H](c2ccc(Br)cc2)C[C@H](OCc2ccc(CO)cc2)O1)N1CCOCC1	-2	6	5	i	-2	-5	0.5	0	0	-4
CCOC(=O)N1CCN(C(=S)NC(=O)c2cncc(Br)c2)CC1	6	1	5	i	5	4	-0.3	0	0	-3
Cc1csc(NC(=O)CSc2nnc(-c3ccoc3C)n2C(C)c2ccccc2)n1 (stereo not given)	18	-7	0	i	-6	1	2.4	0	0	4
O=C(O)COn1c(-c2ccc(Cl)cc2)nc2ccc(Cl)cc21	6	12	1	i	5	0	0.3	-3	0	-5
O=c1cc(O)n(C2CCCCCC2)c(=O)[nH]1	-12	17	3	i	-13	-6	0.6	1	0	-1
CCOC(=O)c1sc(NC(=O)CSc2nc3c(cc2C#N)CCCCCC3)c(C#N)c1C	-16	-35	-9	i	-48	26	2.1	5	5	-2
O=C(Nc1ccc(S(=O)(=O)NC2=NCCCCC2)cc1)c1ccco1	7	-7	3	i	2	3	-1.1	-3	-2	-2
CSc1ccc(CN(C)C(=O)CN2C(=O)NC3(CCCC3)C2=O)cc1	-3	2	1	i	1	-1	-0.5	-3	-4	-1
O=C(CCNC(=O)c1ccco1)Nc1nc(-c2ccccc2)cs1	-6	12	2	i	3	1	-1.1	-1	-1	3
CN(C)C(CNC(=O)CSc1nc2sc3c(c2c(=O)n1C)CCC3)c1ccccc1 (stereo not given)	0	0	6	i	-6	2	0.1	-1	0	-9
CN=Cc1c(NC)nc2c(C)cccn2c1=O	11	23	-9	i	1	5	0.5	-7	-3	-7
Cc1ccc(S(=O)(=O)C2(C(=O)Nc3ccc(C(C)C)cc3)CC2)cc1	6	-7	0	i	4	4	1.3	-7	4	-7
COc1cc(NS(=O)(=O)c2ccc(NC(=S)NC(=O)c3ccc(F)c(F)c3)cc2)nc(OC)n1	-5	-30	3	i	4	0	0.6	0	4	-6
Cc1cccc(N)c1SC1CCCCC1O (stereo not given)	0	-12	1	i	3	4	-0.7	-1	-1	-2
O=C(c1ccc(-c2ccccc2Cl)o1)N1CCCC(C(F)(F)F)C1 (stereo not given)	-4	0	-43	i	-2	1	-4.6	0	2	-14
CC1CC(C)(C)NC(=S)N1CCCC(=O)N1CCN(c2ccc(F)cc2)CC1 (stereo not given)	16	0	-3	i	1	0	-2.9	2	-4	-5
CCOC(=O)c1cnc2cc(C)ccn2c1=O	13	6	2	i	3	3	-2.4	-3	1	-8
Nc1cc(=O)[nH]c(SCCSc2ccccc2F)n1	8	7	4	i	5	1	-0.4	-1	0	2
